From PubChem
bIAP inh = bovine intestinal alkaline phosphatase inhibitors, primary screen, selectivity assay for TNAP inhibitor project, biochemical, bovine IAP, CDP-star luminescence; alkaline phosphatase, intestinal [Bos taurus]; purified bovine IAP, 30 min; inhibition, % at 20 µM; 190,000 tested, under 10 active;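 active means over 50% inhibition of intestinal alkaline phosphatase at 20 µM in the single-dose screen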
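Assay system: bovine IAP enzyme; medium: DEA buffer 100 mM, pH 9.8, with MgCl2 1.0 mM, ZnCl2 0.02 mM; doses: 20 µM single dose; incubation: enzyme reaction for 30 min at room temperature; detection: CDP-star luminescence signal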
DTT redox prof = compounds producing H2O2 with reducing agent – biochemical, NIH compound library profiling, artefact control for MLSCN library redox annotation, primary screen. DTT-dependent redox cycling H2O2, phenol red/HRP absorbance; 100% = 100 µM peroxide control, 0% = buffer. activation, % at 10 µM. 0.03% of 200,000 active;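 active means activation of at least 50% relative to the plate's high and low controls in the primary single-dose screen; inactive means activation below 50%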;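 further: compound incubated with DTT at 0.8 mM final as the reducing agent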
PPARg SRC1 recr = PPARgamma agonists recruiting SRC-1 coactivator, primary screen, biochemical | Peroxisome proliferator-activated receptor gamma (Homo sapiens), P37231 | PPARgamma-SRC-1 coactivator recruitment biochemical assay | activation, % at 8 µM | 0.41% of 200,000 active | AID 631, 2007; in the data active means activation above about 19%;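 further: 0% = DMSO and 100% = reference agonist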
Target sequence (P37231 whole entry, looked up): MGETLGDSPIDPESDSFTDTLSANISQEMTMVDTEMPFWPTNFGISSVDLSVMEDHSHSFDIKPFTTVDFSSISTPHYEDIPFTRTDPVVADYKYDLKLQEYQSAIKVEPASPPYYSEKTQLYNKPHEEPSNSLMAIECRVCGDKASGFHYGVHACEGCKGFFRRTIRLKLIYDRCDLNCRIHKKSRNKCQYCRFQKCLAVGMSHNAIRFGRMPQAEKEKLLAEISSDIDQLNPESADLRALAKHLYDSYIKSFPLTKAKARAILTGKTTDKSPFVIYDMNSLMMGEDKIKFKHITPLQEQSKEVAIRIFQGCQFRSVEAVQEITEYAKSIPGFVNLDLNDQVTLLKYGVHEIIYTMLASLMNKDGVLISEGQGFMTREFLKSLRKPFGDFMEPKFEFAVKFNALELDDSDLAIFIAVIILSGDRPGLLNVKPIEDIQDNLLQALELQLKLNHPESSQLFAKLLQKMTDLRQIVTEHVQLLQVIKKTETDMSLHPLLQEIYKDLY
S1P3 antagonist = S1P3 receptor antagonists, primary screen, cell-based; 0.27% of 170,000 active; inhibition, % at 4.98 µM; CHO S1P3 NFAT-BLA reporter, FRET fluorescence, antagonist mode; Sphingosine 1-phosphate receptor 3 (Homo sapiens), Q99500; AID 485, 2006;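 active means inhibition above the plate cutoff, the mean inhibition of test wells on that plate plus 3 SD, cut at about 28% in these data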;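 further: cells challenged with S1P at its EC80 of 0.8 µM; blue over green emission ratio from cleaved BLA substrate after 4 h stimulation; 0% = S1P-stimulated wells and 100% = unstimulated DMSO-only wells; some compounds past the cut are filed as inactive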
Target sequence (Q99500 whole entry, looked up): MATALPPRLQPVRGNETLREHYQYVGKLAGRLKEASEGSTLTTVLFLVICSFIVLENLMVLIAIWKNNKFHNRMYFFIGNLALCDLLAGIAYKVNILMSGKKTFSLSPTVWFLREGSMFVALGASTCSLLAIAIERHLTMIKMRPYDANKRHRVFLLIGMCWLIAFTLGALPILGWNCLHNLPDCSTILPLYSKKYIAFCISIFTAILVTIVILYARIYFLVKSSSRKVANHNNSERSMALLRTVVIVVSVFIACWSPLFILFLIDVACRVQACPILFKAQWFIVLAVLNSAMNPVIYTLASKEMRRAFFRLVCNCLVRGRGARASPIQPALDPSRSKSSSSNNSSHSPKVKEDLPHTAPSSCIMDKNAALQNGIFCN
SRC2 TRFRET art = TR-FRET signal artefacts, primary screen, artefact control for PPARgamma SRC-2 agonist project, biochemical | TR-FRET artefact counter-screen; active compounds read high | TR-FRET ratio at 8 µM | 0.4% of 200,000 active | AID 1049, 2008; in the data active means TR-FRET ratio above about 2000; further: inactives centre near 1500
PPARg SRC3 recr = PPARgamma agonists recruiting SRC-3 coactivator, primary screen, biochemical; biochemical PPARgamma/SRC-3 coactivator recruitment assay; activation, % at 8 µM; AID 731, 2007; Peroxisome proliferator-activated receptor gamma (Homo sapiens), P37231; 0.26% of 200,000 active; in the data active means activation above about 23%;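 further: 0% = DMSO and 100% = reference agonist; some compounds past the cut are filed as inactive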
bIAP act = bovine intestinal alkaline phosphatase activators, primary screen, biochemical, bovine IAP, CDP-star luminescence. 0.17% of 200,000 active. alkaline phosphatase, intestinal [Bos taurus]. AID 1016, 2008. activation factor at 20 µM. purified bovine IAP, 30 min; active compounds read high; fold of DMSO-control signal, blank-subtracted;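 active means activation factor of 2 or more at 20 µM, a signal rise over negative controls twice the positive control's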
L major viab = Leishmania major promastigote growth inhibition, primary screen. AID 1063, 2008. 9% of 200,000 active. inhibition, % at 10 µM. Leishmania major promastigotes, resazurin fluorescence viability; in the data active means inhibition above about 50%;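 further: promastigotes grown with compound for 44 hours at 28 °C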
ROMK primary = ROMK potassium channel modulators, primary screen, cell-based, thallium flux, MLSMR library; ATP-sensitive inward rectifier potassium channel 1 (Homo sapiens), P48048; Tet-inducible ROMK, thallium flux fluorescence; actives lie on both sides; B-score at 10 µM; 2% of 130,000 active;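 active means signal ratio slope over the read window, or its plate-corrected B-score, at least 3 SD from the plate mean, either direction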;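 further: B-score of the F/F0 ratio slope over 7 to 12 s after thallium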
TLR4-MyD88 BLA = inhibitors of TLR4-MyD88 association in cells, primary screen, cell-based, HeLa CL3-4, BLA complementation, FRET ratio | Toll-like receptor 4 (Homo sapiens) + Myeloid differentiation primary response protein … | HeLa CL3-4 TLR4/MyD88 BLA complementation | inhibition, % at 8.4 µM | 0.18% of 200,000 active; in the data active means inhibition above about 25%;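 further: 0% = vehicle and 100% = reference inhibitor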
PPARg SRC2 recr = agonists of PPARg-SRC-2 recruitment, primary screen, biochemical, HTS | Peroxisome proliferator-activated receptor gamma (Homo sapiens), P37231 | PPARgamma LBD-SRC-2 recruitment | activation, % at 8 µM | 0.34% of 200,000 active; in the data active means activation above about 22%;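 further: 0% = vehicle and 100% = reference agonist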
The depositor's hits bear a star; . = no result given.

Every second line gives: bIAP inh | DTT redox prof | PPARg SRC1 recr | S1P3 antagonist | SRC2 TRFRET art | PPARg SRC3 recr | bIAP act | L major viab | ROMK primary | TLR4-MyD88 BLA | PPARg SRC2 recr
> CCc1ccc2c(c1)C1(SC(NC(C)=O)=NN1C(C)=O)C(=O)N2C(C)C (stereo not drawn)
  8 | -3.5 | -7 | . | 1455 | 0 | 0.9 | 0 | . | -5 | -1
> COc1ccc(C(=O)OCCNC(=O)c2c(Cl)nc3ccccn23)cc1
  21 | 1.6 | -1 | 10 | 1547 | -3 | 0.8 | 0 | . | -6 | 1
> Cc1ccc(S(=O)(=O)NC(CC(C)C)C(=O)Oc2ccc3c4c(c(=O)oc3c2)CCC4)cc1 (stereo not drawn)
  -1 | -3.5 | -5 | . | 1513 | -1 | 1 | -6 | . | -6 | -1
> C=C(C)Cc1c(C)nc(-c2ccccc2)[nH]c1=O
  -2 | 2.6 | -2 | -11 | 1644 | 7 | 1 | -6 | . | -11 | 4
> Cn1c(N)c(C(=O)COC(=O)C2(c3ccc(Cl)cc3)CCCC2)c(=O)n(C)c1=O
  5 | 0.2 | -9 | . | 1322 | -6 | 0.9 | -1 | -0.034 | 9 | -3
> O=[N+]([O-])c1cccc(-c2ccc3nnc(SCc4ccccn4)n3n2)c1
  -2 | -0.6 | -3 | -7 | 1497 | -10 | 1 | 26 | 0.79 | 9 | -6
> Cc1ccc(S(=O)(=O)Nc2ccc3c(c2)ncn3C(C)(C)C)cc1
  2 | 0.0 | 0 | -26 | 1512 | 1 | 1 | 1 | 0.75 | -11 | 1
> CC1=CC(=O)C=CC1(C)C(Cl)(Cl)Cl (stereo not drawn)
  -1 | -4.0 | -2 | . | 1337 | -15 | 1 | -3 | . | -5 | 0
> O=C(c1cccnc1)N1N=C(C2CCCCC2)CC1(O)C(F)(F)F (stereo not drawn)
  2 | -0.2 | -1 | 3 | 1808 | 3 | 1 | -8 | 0.0058 | 1 | 15
> COC(=O)c1cc(Br)c(=O)n(-c2ccc(F)cc2)c1
  14 | 0.1 | -2 | . | 1594 | 8 | 0.9 | -4 | 2.4 | 3 | 6
> O=C(NC1CCCCC1)C(c1ccc(F)cc1)N(Cc1ccc2c(c1)OCO2)C(=O)c1cnsn1 (stereo not drawn)
  -11 | 0.5 | -6 | . | 1530 | -8 | 1.1 | 8 | -0.0038 | -8 | -3
> CC(C)NC(=O)C1CCN(C(=O)c2cc3sccc3n2Cc2ccc(F)cc2)CC1
  5 | 2.1 | 1 | -2 | 1504 | -3 | 1 | 13 | -0.74 | -11 | 4
> O=C(NCC(=O)N1CC(O)CC1C(=O)N1CCCC1C(=O)OCc1ccccc1)OCc1ccccc1 (stereo not drawn)
  16 | 0.0 | -5 | -6 | 1557 | -1 | 0.8 | -4 | -1.1 | -12 | 3
> CC(C)(C)c1nnc2sc(SCC(=O)c3ccccc3)nn2c1=O
  8 | 3.0 | 11 | . | 1549 | 8 | 0.9 | 1 | -0.22 | -10 | 12
> O=C(CCNC(=O)c1ccccc1Cl)Nc1nnc(C2CC2)s1
  -12 | 0.4 | 3 | -8 | 1584 | -1 | 1.1 | -7 | 1.2 | -11 | 6

2 entries drawn at random from those above:
Every second line gives: bIAP inh | DTT redox prof | PPARg SRC1 recr | S1P3 antagonist | SRC2 TRFRET art | PPARg SRC3 recr | bIAP act | L major viab | ROMK primary | TLR4-MyD88 BLA | PPARg SRC2 recr
> CCc1ccc2c(c1)C1(SC(NC(C)=O)=NN1C(C)=O)C(=O)N2C(C)C (stereo not drawn)
  8 | -3.5 | -7 | . | 1455 | 0 | 0.9 | 0 | . | -5 | -1
> COC(=O)c1cc(Br)c(=O)n(-c2ccc(F)cc2)c1
  14 | 0.1 | -2 | . | 1594 | 8 | 0.9 | -4 | 2.4 | 3 | 6

The list continues.
Every second line gives: bIAP inh | DTT redox prof | PPARg SRC1 recr | S1P3 antagonist | SRC2 TRFRET art | PPARg SRC3 recr | bIAP act | L major viab | ROMK primary | TLR4-MyD88 BLA | PPARg SRC2 recr
> CCn1nnnc1SCC(=O)c1cc(OC)ccc1OC
  12 | -0.2 | -2 | -17 | 1441 | -4 | 0.9 | -8 | . | 5 | -3
> CCOc1cc(/C=N/O)ccc1OCc1ccccc1F
  22 | -0.5 | 8 | -4 | 1496 | 7 | 0.8 | -2 | -1.3 | 1 | 3
> Cn1c(O)c(N=Nc2ccc(F)cc2)c2ccccc21
  3 | -0.3 | 12 | 17 | 1708 | 6 | 1 | -7 | -1.8 | 4 | 9
> O=C(O)CCN(Cc1ccccc1)S(=O)(=O)c1c(Cl)cccc1Cl
  -17 | -1.5 | 12 | -1 | 1591 | 3 | 1.2 | -2 | 0.57 | -4 | 0
> Cc1ccc(S(=O)(=O)NCCc2nnc3ccc(SCC(=O)Nc4nc(C)cs4)nn23)cc1
  9 | -0.3 | 4 | 16 | 1717 | 0 | 0.9 | -5 | 0.6 | -8 | 8
> S=c1[nH]nc(COc2ccc(Cl)cc2)n1Cc1ccccc1
  -3 | -0.4 | 5 | 7 | 1510 | 2 | 1 | 2 | 0.26 | 1 | 3
> O=C(CCl)Nc1cccc2ncccc12
  15 | -0.1 | 4 | 7 | 1476 | -1 | 0.8 | 49 | . | 17 | -7
> Cc1nnc(NC(=O)COc2ccccc2)s1
  5 | 0.2 | -6 | . | 1167 | 0 | 0.9 | -2 | 0.77 | 1 | -1
> COc1ccccc1NS(=O)(=O)c1cc(NC(=O)C(C)C)ccc1N1CCCCC1
  0 | 0.0 | 6 | -19 | 1622 | 0 | 1 | 30 | 0.35 | -6 | 4
> CCOC(=O)c1ccc(NC(=O)C2CC2)cc1
  24 | 0.5 | 1 | 3 | 1260 | -5 | 0.8 | -4 | . | 0 | 0
> c1ccc(-c2ccccn2)nc1
  6 | 0.0 | 1 | -7 | 1480 | 1 | 0.9 | -3 | . | -9 | 5
> CCOc1nc2ccccc2nc1C
  7 | 1.9 | 1 | . | 1439 | 5 | 0.9 | -8 | . | -4 | -9
> Cc1ccc(S(=O)(=O)N2CCC(=O)N(C(COCc3cccc(Cl)c3)C(C)C)CC2)cc1 (stereo not drawn)
  5 | -0.2 | 9 | -4 | 1564 | 5 | 0.9 | -2 | -1.2 | -10 | 11
> CC1=C(C(=O)Nc2cc(C)ccc2C)C(c2cccs2)NC(=S)N1 (stereo not drawn)
  16 | 2.3 | -11 | . | 1535 | -7 | 0.8 | 2 | . | 8 | 0
> S=c1nccc(-c2cccs2)[nH]1
  5 | -0.1 | 7 | -6 | 1690 | 4 | 0.9 | -11 | -0.26 | 3 | -1
> CCOC(=O)C(C(=O)OCC)C(Nc1cccc(Br)c1)c1ccccc1 (stereo not drawn)
  14 | 0.1 | -4 | . | 1653 | -6 | 0.9 | 1 | -2.1 | 6 | 0
> CSc1ccc(/C=N\NC(=O)CC(=O)NC(C)C)cc1
  -8 | -0.3 | 2 | -3 | 1479 | -5 | 1.1 | 3 | . | 10 | -1
> COc1cc(C2/C(=C(\O)c3ccc4c(c3)CC(C)O4)C(=O)C(=O)N2Cc2ccco2)ccc1O (stereo not drawn)
  -7 | 0.0 | -3 | -15 | 1355 | -5 | 1.1 | -4 | 0.54 | -11 | 0
> CCC1C(=O)N=C(SCC(=O)Nc2ccc(Br)cn2)NC1=O (stereo not drawn)
  -5 | 0.0 | -5 | -19 | 1728 | 4 | 1 | -7 | -0.14 | -6 | 8
> Cc1ccc(NC(=O)Cc2c(C(=O)O)n(C)c3ccccc23)cc1F
  -5 | 0.9 | 3 | -10 | 1657 | 6 | 1.1 | -6 | 2.3 | -3 | 7
> COn1c(SCC(=O)N(C)C)nc2ccccc2c1=O
  -4 | 2.8 | 5 | -7 | 1657 | 5 | 1 | -5 | . | -4 | 0
> CC(C(=O)Nc1ncn[nH]1)N1C(=O)c2ccccc2C1=O (stereo not drawn)
  -12 | 0.2 | -1 | . | 1560 | 10 | 1.1 | 0 | . | 9 | 8
> Cc1cc2ncn(-c3ncnc4sc5c(c34)CCCC5)c2cc1C
  2 | -0.6 | -1 | . | 1460 | -10 | 1 | 2 | . | -2 | 4
> CCOC(=O)c1c(N2C(=O)Nc3ccccc3N2O)sc2c1CCCCC2
  10 | 0.2 | -1 | -4 | 1560 | 10 | 0.9 | 48 | 0.4 | -7 | 8
> C/C(=N\OC(=O)NC(C)C)c1sc(-c2ccc(Cl)cc2)nc1C
  6 | -5.3 | -1 | . | 1549 | 5 | 0.9 | 7 | . | -11 | 3
> C=CCOc1cccc(/C=N/NC(=O)C(=O)NCc2ccco2)c1
  9 | -4.4 | 5 | . | 1646 | 5 | 0.9 | -6 | -0.058 | -6 | 4
> Cc1ccc(C(=O)COc2ccccc2N2C(=O)c3ccccc3C2=O)cc1
  14 | 0.3 | -9 | 3 | 1470 | -1 | 0.9 | -7 | . | -12 | 0
> O=C(CCc1ccccc1)NNC(=O)Cc1ccc(Cl)cc1
  2 | -0.2 | 1 | 1 | 1492 | -2 | 1 | -4 | -0.52 | 0 | -5
> CCCNc1cc(C)c(C#N)c2nc3ccccc3n12
  20 | -0.8 | -1 | . | 1614 | 10 | 0.8 | 0 | -0.4 | 1 | -2
> O=[N+]([O-])c1ccccc1OCCCn1cnc2ccccc21
  0 | -0.5 | -7 | 1 | 1323 | 2 | 1 | 13 | -0.46 | 4 | 2
> Clc1ncc2[nH]cnc2n1
  0 | -0.3 | 8 | -24 | 1619 | 2 | 1 | -3 | 1.2 | -9 | 2
> CCN(CC)CCCC1(CN)OCCc2ccccc21 (stereo not drawn)
  -1 | -1.0 | -6 | . | 1708 | 2 | 1 | -1 | 0.3 | 6 | 10
> O=C(NNS(=O)(=O)c1ccc(Br)cc1)c1ccncc1
  4 | 1.9 | -11 | . | 1441 | -6 | 1 | -5 | . | 17 | -4
> O=C(CSc1nc2ccccc2c(=O)n1-c1ccc(F)cc1)Nc1ccc(N2CCOCC2)cc1
  8 | 0.5 | 1 | -15 | 1610 | -1 | 0.9 | 7 | . | 4 | 12
> CCOc1ccc2nc(SCc3ccc(F)cc3)sc2c1
  1 | -0.5 | 12 | -6 | 1674 | 1 | 1 | 19 | . | -7 | 11
> Cn1c(=O)c2c(n(Cc3ccccc3)c1=O)NC(=O)C2CC(=O)NCc1cccc(Cl)c1 (stereo not drawn)
  -7 | 0.5 | 7 | . | 1599 | 10 | 1.1 | -4 | . | -12 | 8
> O=C(Nc1ccccc1Cl)NC1(C(=O)N2CCCCC2)CCCCC1
  2 | -0.7 | -2 | . | 1557 | -12 | 1 | 1 | . | -2 | 5
> CC(C)CN1CCC(CN(C)Cc2nc(-c3cnccn3)no2)CC1
  7 | -0.7 | -5 | -16 | 1497 | 2 | 0.9 | -2 | . | -13 | -5

An unsorted share of the library; overall some 11% were active at least once.
